Source: PubChem BioAssay (several laboratories)
Yp Topo-I inh = Y. pestis Topo-I inhibition via cleavage products. AID 504884. activity, % at 10 µM. Y. pestis Topo-I cleavage product accumulation, plate reader. 360,000 compounds, 0.064% hits; in the data active = activity above about 50%, passing the limit was not always enough; inconclusive = no clear call, values can overlap the other calls; note: inactives centre near 2
Vc quorum ag = inducers of Vibrio cholerae quorum light production without autoinducers | 350,000 compounds, 0.16% hits | V. cholerae BH1578 lux reporter, luminescence, 6 h | activation, % at 18.7 µM; in the data active = activation mostly above about 9.7%, no sharp cut-off; inconclusive = no clear call, values can overlap the other calls; inactive = mostly below about 3.7%; note: not every result past the cut was called active; inactives centre near 0; reference of the scale not given here
Mtb BioA inh = blocks M. tuberculosis BioA enzyme activity. AID 602481. purified M. tuberculosis BioA enzyme, plate reader. 360,000 compounds, 0.096% hits. inhibition, % at 9.99 µM; in the data active = inhibition above about 40%; inconclusive = no clear call, values can overlap the other calls
PfHsp40 yeast = rescue of PfHsp40-mediated yeast toxicity; S. cerevisiae expressing PfHsp40, growth rescue, ATP luminescence; AID 504582; growth rescue, % at 12.5 µM; 340,000 compounds, 0.68% hits; in the data active = growth rescue above about 28%, passing the limit was not always enough; inconclusive = no clear call, values can overlap the other calls;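 note: yeast W303a lacking pdr1 and pdr3 grown in galactose medium; growth measured after three days at 30 °C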
FadD28 binding = blocks FadD28 binding to the bisubstrate probe. 360,000 compounds, 0.22% hits. AID 588549. inhibition, % at 12.5 µM. fluorescence polarization; in the data active = inhibition above about 8.5%, passing the limit was not always enough; inconclusive = no clear call, values can overlap the other calls
GDH-TPI counter = GDH-TPI coupled enzyme inhibition counter-screen. GDH-TPI coupled enzyme counterscreen, NADH absorbance. AID 588335. inhibition, % at 4.8 µM. 360,000 compounds, 1.2% hits; in the data active = inhibition above about 30%;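 note: 0% = DMSO wells and 100% = wells lacking the enzyme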
UGM FP inh = Mtb UDP-galactopyranose mutase inhibition. P9WIQ1. purified UGM, fluorescence polarization probe displacement. inhibition, % at 10 µM. 320,000 compounds, 0.06% hits. AID 504406; in the data active = inhibition above about 10%, passing the limit was not always enough; inconclusive = no clear call, values can overlap the other calls
Target sequence (P9WIQ1 whole entry, looked up): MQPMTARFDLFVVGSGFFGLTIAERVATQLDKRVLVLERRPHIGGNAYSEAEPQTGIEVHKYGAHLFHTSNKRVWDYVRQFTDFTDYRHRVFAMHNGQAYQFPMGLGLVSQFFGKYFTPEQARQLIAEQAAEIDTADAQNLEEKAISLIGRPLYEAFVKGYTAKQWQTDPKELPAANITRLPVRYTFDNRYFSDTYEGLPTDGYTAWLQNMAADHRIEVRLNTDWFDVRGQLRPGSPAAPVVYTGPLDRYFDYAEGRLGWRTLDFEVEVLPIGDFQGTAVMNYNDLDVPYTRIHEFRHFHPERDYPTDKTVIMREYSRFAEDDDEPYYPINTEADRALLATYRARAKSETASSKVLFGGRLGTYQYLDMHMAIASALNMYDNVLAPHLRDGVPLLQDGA
FBA Mtb inh = Mtb fructose-bisphosphate aldolase inhibition; P9WQA3; inhibition, % at 1 µM; AID 588726; 360,000 compounds, 2.3% hits; purified M. tuberculosis FBA, fluorescence read-out; in the data active = inhibition above about 27%;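 note: 0% = vehicle and 100% = reference inhibitor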
Target sequence (P9WQA3 whole entry, looked up): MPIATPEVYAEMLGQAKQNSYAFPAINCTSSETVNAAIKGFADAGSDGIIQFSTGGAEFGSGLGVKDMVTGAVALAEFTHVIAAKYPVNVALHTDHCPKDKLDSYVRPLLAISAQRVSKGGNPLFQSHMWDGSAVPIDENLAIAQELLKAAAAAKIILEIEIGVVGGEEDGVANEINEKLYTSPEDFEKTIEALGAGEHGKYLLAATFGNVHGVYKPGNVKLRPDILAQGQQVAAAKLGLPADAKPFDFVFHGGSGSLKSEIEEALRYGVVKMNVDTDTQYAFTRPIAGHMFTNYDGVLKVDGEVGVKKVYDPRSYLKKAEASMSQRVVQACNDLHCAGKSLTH
TcdB inh = inhibitors of Clostridioides difficile toxin B glycohydrolase. TcdB glycohydrolase enzymatic assay, plate reader. inhibition, % at 9.99 µM. 350,000 compounds, 0.24% hits. AID 652162; in the data active = inhibition above about 10%
Starred values were filed as active, the others as inactive; i = inactive; ? = inconclusive; / = not tested or not shown; & = joins results of further samples.

SMILES	Yp Topo-I inh	Vc quorum ag	Mtb BioA inh	PfHsp40 yeast	FadD28 binding	GDH-TPI counter	UGM FP inh	FBA Mtb inh	TcdB inh
CCOC(=O)c1c(C)[nH]c(C(=O)OCC(=O)Nc2sccc2C(N)=O)c1C	2	-2.0	/	-0.7	-8.3	5	-4.1	1	-0.6
COc1cccc(-c2cc(C(=O)NCc3cccs3)no2)c1	9	i	/	1.5	-0.8	-1	-0.1	4	1.5
C=CCC1c2cccc(C(=O)OC)c2C(=O)N1c1ccccc1 (configuration not stated)	4	-6.7	-2.2	-1.1	0.3	8	-3.1	1	/
CCc1ccc2c(CN(CC)Cc3nc4ccccc4c(=O)[nH]3)cc(=O)oc2c1	1	0.4	2.0	0.6	-1.2	17	-0.7	10	/
Cc1nc(CNC(=O)c2cc(COc3ccc(F)cc3Cl)on2)cs1	14	-0.5	/	-0.7	-1.1	17	2.5	0	0.5
CCOC(=O)C1=C(N)OC2=C(C(=O)CC(C)(C)C2)C1c1ccc(CC)s1 (configuration not stated)	-1	-0.5	/	0.4	-3.1	5	-0.8	0	0.7
COC(=O)C1CN(C#N)N(c2ccc(Cl)cc2)C12c1ccccc1-c1ccccc12 (configuration not stated)	6	i	0.6	4.3	-1.9	5	-1.9	-1	0.3
CC(=O)c1c(C)[nH]c(C(=O)COC(=O)c2cccc(S(=O)(=O)N(C)c3ccccc3)c2)c1C	20	-0.4	/	-0.3	-2.9	-6	0.6	-1	/
C[C@@H]1CN([C@@H](C)CO)C(=O)c2cc(NS(=O)(=O)c3cccs3)ccc2O[C@H]1CN(C)Cc1ccc(C(F)(F)F)cc1	3	i	2.9&-0.1	1.7	-5.5	-4	-1.5	-2	1.1&3.8
COc1cccc(OC)c1C(=O)Nc1nnc(C(C)C)s1	-2	i	-1.8	-0.7	0.1	6	1.7	3	/

Copied from the listing, 3 compounds:
SMILES	Yp Topo-I inh	Vc quorum ag	Mtb BioA inh	PfHsp40 yeast	FadD28 binding	GDH-TPI counter	UGM FP inh	FBA Mtb inh	TcdB inh
CCOC(=O)c1c(C)[nH]c(C(=O)OCC(=O)Nc2sccc2C(N)=O)c1C	2	-2.0	/	-0.7	-8.3	5	-4.1	1	-0.6
COc1cccc(-c2cc(C(=O)NCc3cccs3)no2)c1	9	i	/	1.5	-0.8	-1	-0.1	4	1.5
C=CCC1c2cccc(C(=O)OC)c2C(=O)N1c1ccccc1 (configuration not stated)	4	-6.7	-2.2	-1.1	0.3	8	-3.1	1	/

(next part)
SMILES	Yp Topo-I inh	Vc quorum ag	Mtb BioA inh	PfHsp40 yeast	FadD28 binding	GDH-TPI counter	UGM FP inh	FBA Mtb inh	TcdB inh
Cc1cccc(C2=NN(c3ccccc3)[C@@H](C(=O)N3CCOC3=O)[C@@H]2c2ccc(F)cc2)c1	-6	i	-3.2	0.6	0.5	0	/	21	0.6
CCOC(=O)N1CCN(C(=O)CN(c2ccc(OC)cc2)S(C)(=O)=O)CC1	-2	1.2	-1.4	-0.5	-2.8	-3	-1.3	5	-0.2
O=C(CC1Sc2ncnn2C1=O)Nc1ccccc1 (configuration not stated)	10	i	0.2	-1.4	-1.4	6	3.1	5	2.4
COc1ccc(S(=O)(=O)NCC2CCCN(C(=O)c3cccnc3C)C2)cc1 (configuration not stated)	?	i	/	1.4	-1.1	2	-2.1	1	0.8
CC(C)n1c(N2CCN(C(=O)NCc3ccccc3)CC2)nc2ccccc21	5	i	2.5	0.3	-1.0	-12	0.6	-1	/
COc1cc(F)c(C(=O)NC(C)(C)CO)cc1OC	-2	i	-0.5	-0.3	-4.2	2	0.7	0	1.0
CSc1ncccc1C(=O)Nc1ccc2c(c1)OCO2	-4	0.2	-4.2	-1.4	-0.3	5	-0.5	0	0.3
C=C(C)CNC(=O)c1ccc(OC2CCN(S(=O)(=O)N(C)C)CC2)cc1	-18	/	/	0.1	-3.3	0	1.5	2	1.5
O=C1COc2ccc3ccccc3c21	0	0.6	-1.0	0.0	-1.0	3	-1.4	7	-0.6
Nc1cc(Nc2ccccc2)c2nonc2c1[N+](=O)[O-]	7	i	-4.0	-1.4	-12	9	2.9	-12	1.1
CCNC(=S)N(CCc1c(C)[nH]c2ccc(Cl)cc12)Cc1cccnc1	-2	i	1.2	0.7	-1.5	-2	1.6	0	0.1
COC(=O)c1cccc(NC(=S)NC(C)C)c1	3	i	/	1.8	-1.6	-11	2.2	1	1.7
COC(=O)[C@H](CCSC)NC(=O)Cn1ccc(NC(=O)OCc2ccccc2)nc1=O	3	i	0.6	0.0	1.0	5	3.0	4	-0.2
Cc1ccc(N2C(=O)c3ccccc3C2=O)cc1C	5	i	-0.9	1.2	-1.0	0	2.6	2	/
Cc1ccc(/C=C/C(=O)Nc2cccc3cccnc23)o1	-8	-0.3	/	0.1	-0.7	10	2.4	-2	/
COc1ccc(NC(=O)c2ccc(NC(=O)CN(C)CC(=O)Nc3c(C)cccc3C)cc2)cc1	-3	-3.6	/	0.4	-1.1	9	2.0	4	2.3
NS(=O)(=O)c1ccc(CCNc2nn3c(-c4cccc(OC(F)(F)F)c4)cnc3s2)cc1	6	-0.3	-2.5	/	-5.0	5	/	-2	-0.1
O=C(c1ccc2c(c1)OCCO2)C1CCN(S(=O)(=O)c2cccc(F)c2)CC1	35	-0.2	0.5	2.9	0.0	8	-0.3	-1	/
CCOC(=O)N1CCN(C(=O)CCCn2c(=O)[nH]c3ccccc3c2=O)CC1	7	i	/	-0.8	-0.6	0	1.3	2	/
C=CCNC(=O)c1ccc(CN(c2ccc(OCC)cc2)S(=O)(=O)c2ccc(C)cc2)cc1	17	i	-1.0	0.6	-1.7	-6	-3.1	-3	-1.0
O=C(O)C(Cc1c[nH]c2ccccc12)NS(=O)(=O)c1ccc(Br)cc1 (configuration not stated)	-4	-1.9	0.8	0.5	2.8	-9	0.8	0	0.7
CC(C)C1N(C(=O)N2CCOCC2)CCN1S(=O)(=O)c1ccccc1 (configuration not stated)	-3	i	0.9	0.1	0.6	0	0.1	-1	-0.6
CCOc1ncccc1C(=O)OCC(=O)c1ccc(F)cc1	9	-0.2	/	0.5	-2.5	-5	-1.5	-2	1.1
CCOC(=O)N/C(N)=N/c1nc2ccccc2s1	1	/	-0.9	4.9	-2.6	-2	-0.1	-2	/
CC(=O)Nc1ccc(-c2ccccc2)s1	3	-17	-1.2	0.8	2.2	5	0.9	2	/
CC1=CN(S(=O)(=O)c2ccc(C)cc2)C[C@@H]2[C@H]3CC[C@H](C3)[C@H]12	19	i	-0.3	0.7	-3.1	-3	/	-1	0.2
C=CCN(C(=O)CCc1ccccc1OC)c1nc(-c2ccc(S(C)(=O)=O)cc2)cs1	25	-0.3	-8.7	1.1	0.0	5	-0.3	-3	1.4
CC(=O)C1=C(O)C(=O)N(c2ccc(Br)cc2)C1c1ccc([N+](=O)[O-])cc1 (configuration not stated)	-2	i	5.5	1.0	-2.5	22	2.5	2	2.1
O=C(Cc1ccccc1)Nc1ccc(C(=O)NCc2ccccc2)cc1	-5	i	-1.5	-0.8	-1.1	0	-0.3	2	1.5
COC(=O)CC1C(=O)NC2CCCCC2N1C(=O)c1ccccc1 (configuration not stated)	6	-2.9	-0.1	-1.3	-3.8	-5	2.2	-2	/
Cc1cccc(NC(=O)Nc2c(C)n(C)n(-c3ccccc3)c2=O)c1	-3	i	0.6	-0.7	-0.2	-2	-0.3	0	-0.1
Cc1cc(C)c(NC(=S)N(CCCN2CCOCC2)Cc2cccnc2)c(C)c1	-10	-0.1	-2.5	-1.9	-2.3	-3	-0.7	4	-0.4
CCn1c(=O)cc(SCC(=O)NCc2ccc(C)o2)c2ccccc21	8	0.6	0.2	0.4	-2.1	-3	1.1	0	/
COc1cccc2c(=O)c(C(=O)NCc3cccs3)c[nH]c12	-4	i	-2.0	0.9	-0.9	12	1.5	34*	/
Cc1nc(C(F)(F)F)ccc1C(=O)N1CCC(C)(C(=O)NS(=O)(=O)C2CC2)C1 (configuration not stated)	6	-0.4	-1.2	/	-0.1	7	/	0	0.7
CCCCn1c(C)nc2cc(S(=O)(=O)N3CCOCC3)ccc21	-2	i	0.3	-0.6	-0.2	0	0.4	1	1.1
CCCOc1ccc(N2C(=O)CC(N3CCOCC3)C2=O)cc1 (configuration not stated)	4	i	-1.0	1.6	0.8	-2	-5.7	-2	/
CN(Cc1ccc(F)cc1)C(=O)c1cc(COc2ccc(-n3cncn3)cc2)on1	28	-0.5	0.1	0.5	-4.8	-4	2.1	1	1.7
CCCC(=O)Nc1ccccc1NC(=O)CN(C)S(=O)(=O)c1ccccc1	1	i	-1.8	-0.4	-5.2	-7	0.2	-1	/
Cc1ccc(-c2csc3nc(C)n(-n4cccc4)c(=O)c23)o1	-1	i	-2.4	0.0	-2.2	4	1.0	0	/
CC(=O)N1CCN(CC(=O)Nc2ccc(SC(F)F)cc2)CC1	2	1.7	-0.2	-0.8	0.3	9	2.7	-1	/
CCNCc1cc(Br)c(OCC(=O)Nc2ccccc2)c(OC)c1	-5	/	0.7	-0.4	-2.4	-1	-2.0	2	/
COC(=NC1CCCC1)C(O)c1c[nH]c2ccccc12 (configuration not stated)	4	-3.1	0.1	-1.5	-4.1	-7	-0.3	-1	/
Cc1ccc(C)c(CN2CCC(CNC(=O)Nc3ccc(Br)cc3F)CC2)c1	9	i	1.2	0.1	-5.6	-13	-2.0	0	-1.2
CCCn1c(CCNc2nc(-c3ccc(Cl)c([N+](=O)[O-])c3)cs2)nc2cc(Cl)c(Cl)cc21	-6	i	0.1	-0.3	-3.9	3	5.6	7	0.4
COc1ccc(NC(=O)c2ccccc2NC(=O)c2cccs2)cc1	0	-0.2	4.3	-0.2	-0.3	-2	-0.8	-2	-0.3
O=C(c1cccc(F)c1)N1CCCC(C(=O)N2CCN(c3ccccc3)CC2)C1 (configuration not stated)	-2	-0.4	/	1.4	-1.7	3	1.3	3	0.6
COC(=O)c1c(NC(=O)CCc2ccc(C)o2)sc(C)c1C	5	i	0.5	0.0	-1.5	9	-3.0	7	/
CC(C)(CN1CCOCC1)NS(=O)(=O)c1ccccc1	-1	i	-1.0	-0.2	0.8	5	1.6	0	0.2
Cc1c(C)c2c(OCC(=O)NCC(O)c3ccccc3)cc3c(c2oc1=O)CCC(C)(C)O3 (configuration not stated)	9	-0.4	-0.2	-0.2	-0.7	15	2.3	19	-1.5
(list continues)
SMILES	Yp Topo-I inh	Vc quorum ag	Mtb BioA inh	PfHsp40 yeast	FadD28 binding	GDH-TPI counter	UGM FP inh	FBA Mtb inh	TcdB inh
O=C(Nc1ccc(F)c(Cl)c1)C1Cc2c(-c3cccc(F)c3)ccnc2O1 (configuration not stated)	-1	-0.3	-1.7	/	-3.0	6	/	1	1.0
O=S(=O)(Nc1ccc(NS(=O)(=O)c2ccccc2)c2ccccc12)c1ccccc1	1	i	-4.5	/	4.7	27	/	3	-1.6
O=C(/C=C/c1ccc(Cl)cc1Cl)c1cccnc1	-2	-2.2	/	-0.2	-1.5	1	-2.6	9	/
COc1cccc(NC(=S)Nc2ccc(Br)cc2Cl)c1	-1	-0.2	0.2	-0.3	-1.0	4	0.9	0	1.2
Cc1ccc(NC(=O)Nc2nnc(-c3ccccc3)o2)cc1	-1	-0.4	/	0.4	-2.2	8	3.0	5	0.4
O=c1n(-c2ccccc2)c(=O)n2n1CCC2	-7	i	4.1	7.1	-1.4	-3	-0.6	1	/
Cc1ccc(/C=N/NC(=O)C(C)Oc2cccc3ccccc23)o1 (configuration not stated)	8	-0.4	1.2	0.7	-1.4	-1	2.2	2	0.4
Cn1c(C2=C(O)CN(Cc3ccccc3)C2=N)nc2ccccc21	4	-0.2	/	1.9	-2.7	3	0.3	1	2.1
CN(C)C(=O)CCc1ccc2c3c([nH]c2c1)[C@]1(C)[C@@H](C(=O)N2CCCCC2)C[C@H](CC(=O)NCCN2CCOCC2)C(=O)N1CC3	-6	-0.7	0.5	-0.7	0.1	14	/	2	-0.3
Fc1cccc(NC(=S)N2CCc3ccccc32)c1	5	0.4	1.6	-1.0	-1.2	6	-0.9	-1	4.4
CCOc1ccc(NC(=O)CN2CCN(CC(=O)c3ccc(OCC)cc3)CC2)cc1	9	-3.0	-2.2	-0.7	-0.9	5	/	1	/
